Assay outcomes: PubChem, National Center for Advancing Translational Sciences (NCATS)
HepG2 viability – kills HepG2 cells in TGF-b inhibitor counter-screen. HepG2 CAGA-GFP viability, ATP luminescence, 18 h. Potency, µM (titrated, usually from 46.1 µM), without a hit: at the top dose activity change, negative = cytotoxicity, usual class: cytotoxic. hit rate 0.76% among 410,000; note: some results filed as inactive show a strong effect at the top dose
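CellTiter-Glo luminescence gave cytotoxicity after 18 hours at 37 degrees C. The cells were HepG2 CAGA-GFP in 1% FBS DMEM, stimulated with 500 pg/mL TGF-beta after compound addition. %Activity was normalised to no-cell wells (complete cell-killing) and DMSO (no toxicity), and curves were fitted and classified.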
ATXN2 expr inh – inhibitors of ATXN2 expression; hit rate 0.72% among 360,000; Potency, µM (top dose mostly 57 µM), for the others: at the highest dose activity change, negative = inhibition, hits mostly inhibitors; HEK-293 ATXN2-luciferase reporter, luminescence, 24 h; note: % is set by controls: 0 for no effect and ±100 for the full control effect; nearly all actives have a fitted effect of over 55% in size
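ATXN2-luciferase reporter cells (luciferase flanked by upstream and downstream ATXN2 gene portions) were treated 24 h at 37 °C with compounds at up to 57 uM. SteadyGlo luminescence gave expression; GF-AFC fluorescence gave viability.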
MCF10A rerep – induces DNA re-replication in MCF 10a normal breast cells | MCF 10A DNA re-replication, Hoechst nuclear intensity, 48 h | Potency, µM (titrated, usually from 46.1 µM), without a hit: at the top dose activity, positive = re-replication, actives largely listed as activators | hit rate 2.9% among 350,000; note: % of control where 0% means no effect; nearly all actives have a fitted effect of over 50% in size
Nrf2 ARE act – activates Nrf2 signaling; AREc32 ARE-luciferase reporter (MCF7-derived line), luminescence, 24 h; Potency, µM (highest dose often 46.1 µM), for the others: top-dose activation, most hits filed as activators; hit rate 0.31% among 410,000; note: % of control where 0% means no effect; nearly all actives have a fitted effect of over 65% in size
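For detection, Steady-Glo was added and plates sat 30 min at RT; before that, AREc32_Fluc cells grown overnight in OPTI-MEM/5% FBS had been treated with 23 nL compound for 24 hr at 37 deg C.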
TGFb SMAD3 inh – inhibitors of TGF-b signaling. HepG2 CAGA-GFP TGF-b/SMAD3 reporter, GFP fluorescence, 18 h; TGF-beta stimulated, 500 pg/mL final. Potency, µM (series often up to 46.1 µM), for inactives: top-dose activity, negative = inhibition, hits mostly inhibitors. hit rate 1.2% among 410,000. AID 588855; note: % is set by controls: 0 for no effect and ±100 for the full control effect; nearly all actives have a fitted effect of over 65% in size
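GFP signal (ex488/em500-530) from TGF-beta-stimulated HEPG2 CAGA-GFP cells, 500 pg/mL final, 18 h at 37 degrees C in DMEM plus 1% FBS, normalized to unstimulated and DMSO-stimulated controls.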
ATXN viability – cell viability loss in ATXN counter-screen | Potency, µM (series often up to 56.7 µM), actives largely listed as cytotoxic | AID 651635 | S2 cells (HEK-293 line with an ATXN2-luciferase reporter) viability, CellTiter-Fluor protease fluorescence, 24 h | hit rate 0.49% among 400,000; note: nearly all actives have a fitted effect of over 40% in size
EPAC2 antag – EPAC2 (human) antagonism | hit rate 0.18% among 360,000 | EPAC2 GEF exchange of Rap1B-BODIPY-GDP, fluorescence | AID 720708 | Potency, µM (highest dose often 114 µM), without a hit: top-dose activity, negative = inhibition, actives largely listed as inhibitors; note: % is set by controls: 0 for no effect and ±100 for the full control effect; nearly all actives have a fitted effect of over 45% in size; many of its hits are not listed in these tables
Target sequence (Q8WZA2 whole entry, looked up): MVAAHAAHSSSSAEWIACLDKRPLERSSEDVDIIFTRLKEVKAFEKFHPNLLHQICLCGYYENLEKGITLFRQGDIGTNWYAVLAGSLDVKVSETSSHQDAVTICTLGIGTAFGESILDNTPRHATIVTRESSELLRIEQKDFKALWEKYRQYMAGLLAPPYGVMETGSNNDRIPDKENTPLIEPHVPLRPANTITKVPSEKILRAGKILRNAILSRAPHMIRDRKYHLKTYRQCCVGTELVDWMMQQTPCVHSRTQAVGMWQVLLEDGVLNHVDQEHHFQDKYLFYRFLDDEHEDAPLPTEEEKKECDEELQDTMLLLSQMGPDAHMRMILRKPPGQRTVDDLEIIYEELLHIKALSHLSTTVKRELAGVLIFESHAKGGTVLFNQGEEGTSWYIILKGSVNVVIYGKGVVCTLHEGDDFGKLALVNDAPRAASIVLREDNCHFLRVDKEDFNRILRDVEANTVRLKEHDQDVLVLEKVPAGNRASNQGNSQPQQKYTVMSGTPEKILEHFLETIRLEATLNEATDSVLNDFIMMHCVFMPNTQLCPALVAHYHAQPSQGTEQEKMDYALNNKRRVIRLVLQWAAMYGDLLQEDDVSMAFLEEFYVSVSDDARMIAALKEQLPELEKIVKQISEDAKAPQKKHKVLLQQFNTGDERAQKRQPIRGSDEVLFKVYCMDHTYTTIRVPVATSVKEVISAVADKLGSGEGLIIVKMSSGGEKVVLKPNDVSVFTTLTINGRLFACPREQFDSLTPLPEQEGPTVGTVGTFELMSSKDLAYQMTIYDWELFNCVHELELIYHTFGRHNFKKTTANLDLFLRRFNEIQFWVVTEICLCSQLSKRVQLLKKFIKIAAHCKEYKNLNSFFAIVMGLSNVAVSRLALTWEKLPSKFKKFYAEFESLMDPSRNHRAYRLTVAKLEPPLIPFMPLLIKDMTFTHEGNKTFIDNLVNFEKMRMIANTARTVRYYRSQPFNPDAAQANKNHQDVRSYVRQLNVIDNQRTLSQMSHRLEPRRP
Nrf2 block – inhibitors of Nrf2 signaling. A549 ARE-Fluc reporter, luciferase luminescence, 18-24 h. Potency, µM (titrated, usually from 46 µM), inactives show top-dose activity change, negative = inhibition, actives largely listed as inhibitors. hit rate 2.1% among 360,000; note: % is set by controls: 0 for no effect and ±100 for the full control effect; nearly all actives have a fitted effect of over 60% in size
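Nrf2 activity is the BugLite luminescence, read 15 min after reagent at room temperature, following CellTiter-Fluor cytotoxicity readout (30 min, 37C). Compound titrations were applied for 18-24 h to 5000 A549 ARE_Fluc cells/well in 5% FBS OPTI-MEM.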
A549 viability – A549 cytotoxicity, counter-screen for Nrf2 inhibitors; A549 ARE-Fluc cells, CellTiter-Fluor viability, 18-24 h; Potency, µM (series often up to 46 µM), inactives show at the top dose activity change, negative = cytotoxicity, hits mostly inhibitors; hit rate 0.16% among 390,000; AID 504648; note: % is set by controls: 0 for no effect and ±100 for the full control effect
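Cytotoxicity counterscreen: CellTiter-Fluor fluorescence was measured in A549 ARE_Fluc cells after 18-24 h of compound exposure in a concentration series. The subsequent BugLite luminescent read reports ARE-luciferase activity.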
Active calls of the source: *; i = inactive; ? = inconclusive; . = no result given; [ ] = remark or other dose. Calls come from the whole dose curve; as a rule, active = well fitted curve in the direction sought with a large enough effect; inconclusive = small, poorly fitted or top-dose-only effect, or another doubt; inactive = no such curve, though single readings can be large; an effect the other way counts as inactive or inconclusive. Potency is the fitted concentration of half-maximal effect. These rows are one share of the data; count on the stated rates, not on these rows.

item | smiles | HepG2 viability | ATXN2 expr inh | MCF10A rerep | Nrf2 ARE act | TGFb SMAD3 inh
1 | Cn1cnnc1SCC(=O)Nc1cc(S(=O)(=O)N2CCCCC2)ccc1Cl | -10% | -2% | 2% | 0.1% | -4%
2 | COc1ccc(-n2nc3c(c2NC(=O)c2ccc(Br)cc2)CS(=O)C3)cc1 (configuration not stated) | -19% | 0% | 4% | 0.4% | 7%
3 | COc1cccc(COc2ccc(N(C)S(=O)(=O)c3ccccc3)cc2)c1 | -15% | -26% | ? | 0.9% | 1%
4 | Cc1ccsc1/C=N\NC(=O)c1n[nH]c2c1CCC2 | -38% | ? | 8.2µM* | -2.7% | 4%
5 | O=C1C/C(=C\c2c(F)cccc2Cl)N2CCC1CC2 | -1% | . | 0% | -0.3% | -3%
6 | Cc1ccccc1/C=N\NC(=O)c1csnn1 | 18% | 18% | -1% | 3.9% | 24%
7 | Cc1c(C(=O)NCC(c2ccco2)N(C)C)oc2c(Cl)cccc12 (configuration not stated) | 0% | 2% | 16% | 24% | -1%
8 | O=C1/C(=C\c2ccccn2)SC(=S)N1c1ccc(S(=O)(=O)Nc2nccs2)cc1 | 20% | -15% | ? | 4.8% | 6%
9 | Cc1ccc(C(=O)NCC(=O)OCC(=O)NC2CCS(=O)(=O)C2)cc1C (configuration not stated) | 4% | -16% | -23% | 0.2% | 7%
10 | O=C(O)C1CCC(=O)N1C1c2ccccc2Oc2ccccc21 (configuration not stated) | 3% | -4% | 14% | -0.6% | 1%

item | ATXN viability | EPAC2 antag | Nrf2 block | A549 viability
1 | i | 1% | -3% | -4%
2 | i | 3% | 13% | -5%
3 | i | -1% | ? | -4%
4 | i | 4% | 1% | 1%
5 | i | 5% | -7% | -4%
6 | i | 6% | . | 11%
7 | i | -3% | 0% | -5%
8 | i | -1% | 2% | -9%
9 | i | 4% | 4% | 0%
10 | i | 3% | -9% | 4%

(listing goes on)
item | smiles | HepG2 viability | ATXN2 expr inh | MCF10A rerep | Nrf2 ARE act | TGFb SMAD3 inh
11 | COc1ccc(C(=O)NOCc2ccccc2)cc1 | 1% | 0% | -21% | -5.1% | 8%
12 | CCCN(C(=O)CCNC(=O)Cn1cnc2ccccc2c1=O)c1cccc(Cl)c1 | 7% | 0% | 2% | 0.2% | -4%
13 | Cc1ccc(C(=O)NC2CCCC2)s1 | -3% | 20% | 11% | -1.2% | -3%
14 | COc1ccc2sc(-c3ccc(SC)cc3)c(-c3ccc(O)cc3)c2c1 | 13µM* | 22µM* | ? | -3.7% | ?
15 | O=c1c2ccccc2oc2cc(C#Cc3ccccn3)ccc12 | -1% | 97%[activator] | ? | 3.7% | ?
16 | Cc1cccc(C(=O)NCC(=O)NCCSc2ccc(Br)cc2)c1 | 2% | 1% | -2% | 0.6% | ?
17 | Cc1cc(-c2ccc(C)c(S(=O)(=O)Nc3cccc(C#N)c3)c2)on1 | -22% | . | . | -0.4% | ?
18 | O=C(Cc1coc2cc(O)ccc12)NNC(=O)c1ccc(Br)s1 | -8% | -1% | ? | 13% | 0%
19 | Cc1c(NC(=O)Nc2cccc(Cl)c2Cl)c(=O)n(-c2ccccc2)n1C | -21% | 6% | 0% | -0.6% | -10%
20 | Nc1nonc1C(=O)NCCc1ccccc1 | -19% | 19% | -2% | 3.3% | -16%

item | ATXN viability | EPAC2 antag | Nrf2 block | A549 viability
11 | i | 3% | ? | -9%
12 | i | 19% | 1% | 1%
13 | ? | -3% | 7% | 0%
14 | ? | -9% | ? | ?
15 | i | 0% | ? | 0%
16 | i | 2% | 12% | -3%
17 | . | . | 7.3µM* | -24%
18 | i | -5% | -12% | 0%
19 | i | -3% | 4% | 3%
20 | i | 3% | 1% | 3%

(next part)
item | smiles | HepG2 viability | ATXN2 expr inh | MCF10A rerep | Nrf2 ARE act | TGFb SMAD3 inh
21 | COc1cc(NC(=S)NCc2cccnc2)c(OC)cc1Cl | -1% | -6% | 7% | 0.0% | 7%
22 | CN1CCN(C(=O)NC2CCCCC2)CC1 | 11% | -10% | 1% | -0.6% | -1%
23 | Fc1ccc(-c2csc3ncnc(Cl)c23)cc1 | -8% | -5% | ? | 16% | -14%
24 | COCCN(C(=O)Cc1cccs1)C(C(=O)NC1CCCC1)c1cc(OC)c(OC)c(OC)c1 (configuration not stated) | 6% | -11% | 0% | 0.1% | -14%
25 | CN(Cc1cccc(F)c1)C(=O)Cc1ccc(S(=O)(=O)N2CCOCC2)s1 | -22% | -8% | 9% | 2.1% | 0%
26 | COc1cccc(NC(=O)C2=COCCO2)c1 | 0% | 33% | -3% | 0.4% | -27%
27 | CS(=O)(=O)N1CCN(c2ccccc2NC(=O)c2ccc3c(c2)OCCO3)CC1 | 8% | -17% | -1% | 0.3% | 15%
28 | O=C(OCC(=O)N1CCN(c2ccccc2)CC1)c1ccco1 | -29% | -4% | -2% | 1.0% | -3%
29 | CCc1ccc(NC(=O)Cn2nnc(C(=O)Nc3ccc(F)cc3)c2N)cc1 | 0% | . | . | -0.4% | -3%
30 | O=C1NC2(CCCCCC2)C(=O)N1Cc1ccccc1Cl | -4% | -9% | 3% | 0.1% | -13%

item | ATXN viability | EPAC2 antag | Nrf2 block | A549 viability
21 | i | -7% | 2% | -2%
22 | i | -3% | -7% | -9%
23 | i | 16% | 4% | 7%
24 | i | 25% | 2% | 3%
25 | ? | 9% | 1% | -5%
26 | i | 1% | ? | -6%
27 | i | 2% | -9% | -2%
28 | ? | 8% | 0% | -3%
29 | . | . | ? | -5%
30 | i | 2% | -27% | 1%

Next results follow.
item | smiles | HepG2 viability | ATXN2 expr inh | MCF10A rerep | Nrf2 ARE act | TGFb SMAD3 inh
31 | CC(C)C1Oc2ccccc2N(CC(=O)N(Cc2ccccn2)C2CC2)C1=O (configuration not stated) | -13% | -7% | 0% | 0.3% | -2%
32 | CC(C)(C)c1ccc(Cn2ccc(-c3ccc4c(c3)OCO4)n2)cc1 | -2% | 36%[activator] | ? | 0.4% | -12%
33 | O=C1CC(NS(=O)(=O)c2ccc([N+](=O)[O-])cc2)CN1c1ccc(Cl)cc1 (configuration not stated) | -1% | 5% | 0% | -0.3% | -17%
34 | Cc1cccc(Cn2c(N3CCN(c4ccccc4)CC3)nc3c2c(=O)n(C)c(=O)n3C)c1 | -10% | ? | -2% | 0.7% | -28%
35 | O=C(Nc1cccc(Br)c1)c1cc(S(=O)(=O)N2CCCCC2)c[nH]1 | -2% | . | . | -0.1% | 28%
36 | CCOC(=O)C1CCN(C(=O)c2ccc(N(C)S(=O)(=O)c3ccc(OC)cc3)cc2)CC1 | -17% | 24% | 1% | -0.8% | ?
37 | CCc1noc(C)c1C(=O)N1CCCC(N2CCN(c3cccc(Cl)c3)CC2)C1 (configuration not stated) | -10% | -23% | 13% | -0.4% | -27%
38 | CCOC(=O)CC(=O)CSc1ccc2nnc(-c3ccc(C)cc3)n2n1 | -42% | -8% | -2% | -0.5% | -16%
39 | CCS(=O)(=O)n1nc(-c2ccc(OC)cc2)nc1N | -2% | -9% | -5% | -0.6% | -4%
40 | CN(CCOc1ccccc1)C(=O)c1cc(-c2ccco2)nc2ccccc12 | -21% | -9% | ? | 4.4% | -21%

item | ATXN viability | EPAC2 antag | Nrf2 block | A549 viability
31 | i | 8% | ? | -1%
32 | i | -4% | 2% | -9%
33 | i | 0% | -6% | 1%
34 | ? | -7% | 1% | -5%
35 | . | . | . | 9%
36 | i | -6% | -2% | 3%
37 | i | 1% | -24% | 1%
38 | ? | -2% | -28% | -3%
39 | i | -7% | 2% | 1%
40 | i | -20% | -16% | -2%

Full records as entered above. Order of screens: HepG2 viability | ATXN2 expr inh | MCF10A rerep | Nrf2 ARE act | TGFb SMAD3 inh | ATXN viability | EPAC2 antag | Nrf2 block | A549 viability
Entry for Fc1ccc(-c2csc3ncnc(Cl)c23)cc1 → -8% | -5% | ? | 16% | -14% | i | 16% | 4% | 7%
Entry for Cc1ccc(C(=O)NCC(=O)OCC(=O)NC2CCS(=O)(=O)C2)cc1C (configuration not stated) → 4% | -16% | -23% | 0.2% | 7% | i | 4% | 4% | 0%
Entry for O=C(Nc1cccc(Br)c1)c1cc(S(=O)(=O)N2CCCCC2)c[nH]1 → -2% | . | . | -0.1% | 28% | . | . | . | 9%
Entry for O=C(OCC(=O)N1CCN(c2ccccc2)CC1)c1ccco1 → -29% | -4% | -2% | 1.0% | -3% | ? | 8% | 0% | -3%
Entry for CS(=O)(=O)N1CCN(c2ccccc2NC(=O)c2ccc3c(c2)OCCO3)CC1 → 8% | -17% | -1% | 0.3% | 15% | i | 2% | -9% | -2%

(next part)
item | smiles | HepG2 viability | ATXN2 expr inh | MCF10A rerep | Nrf2 ARE act | TGFb SMAD3 inh
41 | COc1ccc(C(=O)COc2ccc3ccc(=O)oc3c2)c(OC)c1 | 3% | 0% | 2% | 0.2% | -1%
42 | Cc1cc(C)n(C(=O)c2ccc(C)c(Br)c2)n1 | -12% | -7% | 3% | -0.6% | -5%
43 | COc1cccc(C2N(c3ccc(Cl)c(Cl)c3)C(=O)C3CCCN32)c1OC (configuration not stated) | -22% | 5% | 8% | -0.1% | -6%
44 | CC(C)OP(=O)(c1ccc(N(C)C)cc1)C(Nc1ccccc1)c1ccccc1 (configuration not stated) | 7% | -20% | -13% | 0.0% | ?
45 | O=C(NNC1CC(=O)N(c2ccc3c(c2)OCCO3)C1=O)c1ccccc1 (configuration not stated) | -5% | -13% | -2% | -0.7% | 5%
46 | CCOc1ccc(/C=N/Nc2ccc(Cl)nn2)c(O)c1 | -26% | ? | ? | 3.9% | ?
47 | CC(C)N(C(=O)CSc1nnc(-c2ccc3c(c2)OCO3)n1C)C(C)C | -4% | 13%[11.3 µM] | 3% | 0.3% | -2%
48 | COc1ccc2cc([C@H](C)C(=O)OCc3cn(CC(=O)c4ccc(O)cc4)nn3)ccc2c1 | -14% | 3% | -11% | 4.6% | -4%
49 | O=C(C1CC(c2ccccc2O)=NO1)N1CCCCC1 (configuration not stated) | -12% | -3% | ? | -0.2% | -1%

item | ATXN viability | EPAC2 antag | Nrf2 block | A549 viability
41 | i | 14% | -6% | -5%
42 | i | -18% | -7% | 0%
43 | i | -1% | 1% | -7%
44 | i | ? | ? | -3%
45 | i | 3% | 3% | 12%
46 | i | -8% | 5% | -6%
47 | i | -3% | -8% | -2%
48 | i | -10% | -14% | -16%
49 | i | -4% | ? | 20%
